IDE cell inh – inhibitors of human insulin-degrading enzyme in cells | P14735 | HEK cells, FAbetaB cleavage, fluorescence polarization | inhibition, % at 5.59 µM | 320,000 compounds, 0.41% hits | AID 434962;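 active means percent inhibition above the average of all tested compounds plus 3 SD, set per screening campaign, cut at about 16% in these data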;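 further: IDE supplied by intact live HEK cells; FP after avidin binding of uncleaved biotin substrate so inhibition keeps polarization high; 0% = DMSO wells and 100% = 60 µM reference IDE inhibitor Ii1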
M5 antag – antagonists of human muscarinic M5 receptor (CHRM5). P08912. CHO-hM5 cells, Fluo-8 calcium fluorescence, ACh EC80. inhibition, % at 3 µM. 360,000 compounds, 0.59% hits;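 active means inhibition above a per-plate cutoff, the mean of that plate's test compounds plus 3 SD, cut at about 27% in these data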;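 further: 0% = acetylcholine EC80 with DMSO and 100% = DMSO without agonist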
Target sequence (P08912 whole entry, looked up): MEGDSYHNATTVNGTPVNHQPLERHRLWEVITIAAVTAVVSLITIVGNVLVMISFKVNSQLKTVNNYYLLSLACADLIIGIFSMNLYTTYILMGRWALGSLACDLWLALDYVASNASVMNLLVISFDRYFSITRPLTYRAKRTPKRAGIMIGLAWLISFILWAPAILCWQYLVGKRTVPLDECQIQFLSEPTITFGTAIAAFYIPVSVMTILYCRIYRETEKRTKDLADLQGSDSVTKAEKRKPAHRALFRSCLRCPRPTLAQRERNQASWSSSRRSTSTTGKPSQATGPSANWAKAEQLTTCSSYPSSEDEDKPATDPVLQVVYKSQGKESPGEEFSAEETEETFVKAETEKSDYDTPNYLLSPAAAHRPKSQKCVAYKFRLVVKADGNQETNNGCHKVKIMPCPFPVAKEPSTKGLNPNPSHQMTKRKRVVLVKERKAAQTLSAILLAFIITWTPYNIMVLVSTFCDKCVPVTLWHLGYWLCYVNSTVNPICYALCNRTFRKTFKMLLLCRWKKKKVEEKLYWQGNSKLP
CHRM5 agonist – CHRM5 agonism in calcium assay | P08912 | CHO-K1 hM5 cells, Fluo-8 calcium fluorescence; 0% DMSO wells, 100% maximal acetylcholine response | activation, % at 3 µM | 360,000 compounds, 0.19% hits;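 active means activation above the run's mean over test compounds plus 3 SD, cut at about 23% in these data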;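 further: signal is peak over basal fluorescence ratio across the kinetic read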
CRFBP-R2 block – antagonists of CRF-binding protein/CRF-R2 receptor complex; 350,000 compounds, 0.59% hits; inhibition, % at 11.8 µM; HEK293 CRF-R2/CRF-BP, CRF-induced calcium fluorescence;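 active means inhibition of the ligand-induced calcium signal above about 50% at the single tested concentration, limit read from the data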
M4 ag – CHRM4 agonism in calcium assay; activation, % at 3 µM; CHO-K1 hM4/Gqi5, Fluo-8 calcium fluorescence; vehicle 0%, full acetylcholine response 100%; P08173; 360,000 compounds, 0.14% hits; AID 624127;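 active means activation above the run mean over all test wells plus 3 SD, cut at about 32% in these data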;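 further: peak over basal fluorescence ratio per well then scaled between controls; 0% = DMSO wells and 100% = acetylcholine at EC100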
Target sequence (P08173 whole entry, looked up): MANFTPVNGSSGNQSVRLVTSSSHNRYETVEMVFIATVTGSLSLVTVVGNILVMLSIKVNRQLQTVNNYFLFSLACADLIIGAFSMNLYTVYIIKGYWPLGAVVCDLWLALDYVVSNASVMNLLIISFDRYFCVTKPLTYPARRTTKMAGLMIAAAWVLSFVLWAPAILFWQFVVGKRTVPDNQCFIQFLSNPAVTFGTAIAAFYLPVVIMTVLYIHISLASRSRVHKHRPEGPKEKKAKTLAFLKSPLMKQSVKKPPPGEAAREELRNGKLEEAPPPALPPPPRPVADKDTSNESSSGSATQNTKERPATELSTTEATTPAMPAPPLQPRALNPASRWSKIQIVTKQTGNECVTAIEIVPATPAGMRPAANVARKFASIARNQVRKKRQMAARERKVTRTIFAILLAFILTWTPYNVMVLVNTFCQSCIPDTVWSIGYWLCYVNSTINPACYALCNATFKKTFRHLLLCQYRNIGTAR
CHRM4 PAM – positive allosteric modulators of human muscarinic M4 receptor. activation, % at 3 µM. AID 624126. 360,000 compounds, 0.4% hits. CHO-K1 hM4/Gqi5, Fluo-8 calcium fluorescence, ACh EC20; 0% = ACh EC20, 100% = maximal ACh;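 active means activation above its plate's cutoff, the mean activation of sample wells plus 3 SD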; further: some results filed as inactive read as strong as hits
CHRM5 PAM – CHRM5 positive allosteric modulation; 360,000 compounds, 0.3% hits; activation, % at 3 µM; P08912; AID 624038; CHO-K1 hM5, Fluo-8 calcium, ACh EC20 PAM; 0% = ACh EC20, 100% = ACh EC100;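 active means activation above the run cutoff, the mean activation of all test compounds plus 3 SD, cut at about 18% in these data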
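Assay system – human M5 receptor in CHO-K1 cells · Read-out – % activation, ACh-normalized · Technique – Fluo-8 calcium fluorescence · Dosing – single-point, 3 µM nominal · Incubation – Fluo-8 loading 80 min at 37 °C plus 30 min room temperature · Repeats – singlicate, one well per test compound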
CRFBP-R2 agonist – agonists of human CRF-binding protein/CRF-R2 receptor complex. HEK293 CRF-R2/CRF-BP, calcium dye fluorescence (FLIPR); percent of saturating CRF peptide response. activation, % at 13.2 µM. 350,000 compounds, 0.46% hits;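 active means activation of at least 50%, plus an integration ratio under a set limit after plate pattern correction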;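 further: plate controls were neutral control wells without compound for no effect and CRF at EC100 for full effect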
M4 antag – antagonists of human muscarinic M4 receptor (CHRM4). P08173. 360,000 compounds, 0.73% hits. inhibition, % at 3 µM. AID 624125. CHO-hM4 cells, ACh EC80, Fluo-8 calcium fluorescence;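 active means inhibition above its plate's cutoff, the mean inhibition of sample wells plus 3 SD, cut at about 27% in these data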;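 further: 0% = acetylcholine EC80 with DMSO and 100% = DMSO without agonist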
* marks the source's active call; other numbers are inactive results; nt = no result given.

SMILES	IDE cell inh	M5 antag	CHRM5 agonist	CRFBP-R2 block	M4 ag	CHRM4 PAM	CHRM5 PAM	CRFBP-R2 agonist	M4 antag
CC(C)(C)c1ccc(OCC(=O)NNC(=O)Nc2ccccc2)cc1	-6	-2	-3	10	0	-1	0	-0.7	7
C(=C\c1ccccn1)/c1cccnc1	nt	2	0	nt	0	0	2	nt	-2
CCOc1ccc(OCCC(=O)NNC(=O)c2ccncc2)cc1	-6	2	6	-20	5	11	-4	-0.7	-7
COc1ccc([C@@H]2CC(=O)[C@@H]3CN(S(=O)(=O)c4ccc(C)cc4)[C@H](c4ccccc4)C[C@@H]3N2S(=O)(=O)c2ccccc2)cc1	nt	1	0	nt	0	3	-3	nt	-7
O=C(NCC1CCCO1)c1ccc(NS(=O)(=O)c2cccc([N+](=O)[O-])c2)cc1 (stereo not given)	2	4	2	10	1	6	4	-1.2	-7
COCCCN1C(=O)N(c2ccccc2)C(=O)C1CC(=O)Nc1ccccc1 (stereo not given)	0	12	-3	-1	0	-3	-2	0.4	9
Cc1ccc(NC2CCCN(C(=O)c3c(C)noc3C)C2)cc1C (stereo not given)	-1	-2	-3	-2	1	-3	-2	0.2	6
O=C(CN1CCN(Cc2ccccc2Cl)CC1)N=Nc1c(O)[nH]c2ccccc12	-3	-3	0	21	11	-5	-2	-0.4	-2
Cc1ccc(NS(=O)(=O)c2cc(C(=O)O)ccc2Cl)cc1	8	-6	-5	3	0	7	1	1.5	3
COc1ccccc1C(=O)NCCSCc1c(F)cccc1Cl	-1	11	-7	24	1	1	-1	-1.3	-10
c1ccc2c(c1)OCc1cn[nH]c1-2	2	3	0	7	1	-8	3	-0.5	7
Cc1cc(Oc2ccc(Cl)cc2)nc(SCC(=O)c2ccccc2)n1	2	-2	1	-7	0	-7	-2	8.5	3
Nc1ccc(Br)cc1Br	1	6	-1	15	0	-3	3	-1.1	2
CCN=C(Nc1ccc2c(c1)OCO2)SC1CC(=O)N(c2ccc(OC)cc2)C1=O (stereo not given)	-3	9	-1	7	14	-10	-53	0.7	17
Cc1c(C(=O)N2CCCC2)oc2c1-c1nn(CC(=O)NCCCN3CCCCC3)cc1CC2	3	-6	-2	-4	1	0	4	-0.4	-9
CC(=O)Nc1ccc2c(c1)C(=O)N(C1CCCCC1)C2=O	5	-1	-1	-23	0	8	0	2.5	-9
O=C(c1cccc([N+](=O)[O-])c1)N1CC2C3C=CC(C3)C2C1 (stereo not given)	2	-4	-2	-20	1	7	2	1.5	-11
COc1ccc(CCc2nc(-c3cccs3)no2)cc1	3	1	-1	0	0	10	5	-2.8	-7
COc1ccc(CC(N)c2csc(Nc3nncc4ccccc34)n2)cc1 (stereo not given)	nt	8	7	nt	24	-4	2	nt	5
Cc1ccc(Sc2c(C)nn(C(=O)C3CC3)c2C)cc1	2	-3	0	14	0	2	-1	1.8	5
O=C(OCc1ccccc1)c1cn(-c2ccccc2)nc1-c1ccncc1	4	3	1	-30	-2	6	-5	1.1	8
O=C(Nc1ccccc1N1CCN(c2ccc(F)cc2)CC1)C1CCCCC1	nt	1	-5	6	0	4	-4	-0.9	14
COc1ccc(C(=O)C2CCCN(C(=O)c3noc4c3CCCC4)C2)cc1F (stereo not given)	2	12	3	-8	1	-10	-3	-1.4	23
CCN(CC)CCn1c2c(c(SCC(=O)Nc3nc(C)cs3)nc1=O)CCC2	-12	5	-5	11	0	-7	0	-0.8	5
CCC(C(=O)N1CCOCC1)n1nc(C)c2c(C)n(-c3ccccc3)nc2c1=O (stereo not given)	1	17	-1	9	0	-2	-6	-0.8	9
Following part.
SMILES	IDE cell inh	M5 antag	CHRM5 agonist	CRFBP-R2 block	M4 ag	CHRM4 PAM	CHRM5 PAM	CRFBP-R2 agonist	M4 antag
Cc1cc(C)c2nc(N3CCCN(C(=O)c4ccco4)CC3)c(C#N)cc2c1	2	-5	0	-13	1	-3	4	0.1	2
COCc1ccc(C(=O)N2CCCC(N(C)CCc3ccc(OC)c(OC)c3)C2)s1 (stereo not given)	1	-14	-7	-9	1	3	-1	-1.2	-18
CC(NC(=O)CSc1ccccc1)c1ccccc1 (stereo not given)	nt	10	-1	4	0	-2	-2	-1.4	1
CCC(=O)Nc1ccc(N2CCCCC2)c(C(=O)Nc2ccccc2C)c1	2	0	0	11	3	3	-3	0.8	2
COc1cc(NS(=O)(=O)c2cc(C)ccc2OC)c(OC)cc1Cl	6	-9	-3	9	0	4	18	-3.5	0
Cc1cc(C)cc(-n2nc(C)cc2N)c1	2	3	-2	0	-2	8	4	-1.0	-3
O=C1NC(c2ccc(Cl)cc2)=COc2ccccc21	-6	10	0	-5	-1	2	2	-0.9	0
CN(C)CC1(C)Cc2ccsc2C1O (stereo not given)	nt	10	-10	-11	1	6	1	0.5	-2
CC1Sc2ccc(S(=O)(=O)N3CCC(C(=O)N(C)Cc4ccco4)CC3)cc2NC1=O (stereo not given)	5	4	4	-8	8	-9	-7	0.8	-7
C=CCOc1ccc(/C=C/C(=O)OCC(=O)NNC(=O)c2ccccc2F)cc1	1	18	2	6	10	-2	-9	0.4	-9
COc1ccc(-c2coc3c(C(=O)N4CCN(C)CC4)cccc23)c(C)c1	nt	-4	-1	nt	4	5	-1	nt	-3
COc1ccc(F)cc1C(=O)C1CCCN(Cc2cn(C)c3ccccc23)C1 (stereo not given)	5	9	-5	-77	12	-15	-7	10	-6
CCN(CC)C(=O)C1=C(C)N(CCCOC)C(=O)C(CC(=O)NCc2ccco2)C1 (stereo not given)	nt	-13	1	-21	1	12	5	2.7	-17
CCN=C1S/C(=C\c2ccc(OCC)c(OC)c2)C(=O)N1CC	2	0	0	15	1	6	-2	0.3	-1
CC1(C)CCC[C@]2(C)[C@H]3Cc4cc(O)ccc4O[C@]3(C)CC[C@@H]12	-4	2	1	-17	1	16	4	3.8	6
O=c1[nH]c2ccc(Cl)cc2c(-c2ccccc2)c1CN1CCOCC1	-2	-3	1	24	1	-2	4	1.9	8
CCN1CCN(CC(=O)Nc2ccc(N(C)C)cc2)CC1	-2	2	1	16	0	0	11	-0.5	2
COC(=O)[C@@H](NC(=O)Nc1ccc(C(C)=O)cc1)C(C)C	-6	0	2	5	1	1	1	3.4	5
CCCCOc1ccccc1Cn1c(=O)oc2ccc(C)cc21	1	-6	-1	1	-3	-16	1	2.5	13
COC(=O)c1sc2nc(SCc3ccccc3C#N)n(N)c(=O)c2c1C	0	-4	-2	-6	1	10	1	1.2	-14
O=C(NCCN1CCN(Cc2ccccc2)CC1)c1ccc(CS(=O)(=O)c2ccc(Br)cc2)o1	5	1	-7	-6	3	-10	-2	6.0	3
Cc1cccc(NC(=S)N/N=C/c2ccc([N+](=O)[O-])s2)c1	-6	20	1	-20	4	-3	-9	5.4	-4
Nc1nc(SCC(=O)Nc2ccccc2)nc2nc3c(cc12)CCCC3	15	-4	-1	8	2	1	3	0.4	3
CC(=O)c1c(C)[nH]c(C(=O)OC(C)C(=O)Nc2ccc(C)c(S(=O)(=O)N3CCOCC3)c2)c1C (stereo not given)	-3	9	4	-9	5	9	-12	0.3	-12
COc1ccc(-c2nn(CCC#N)cc2C(=O)Nc2ccccn2)cc1OC	0	7	3	6	1	9	-9	0.3	-5

The closing 3 compounds of the part above lead into the next.
SMILES	IDE cell inh	M5 antag	CHRM5 agonist	CRFBP-R2 block	M4 ag	CHRM4 PAM	CHRM5 PAM	CRFBP-R2 agonist	M4 antag
Nc1nc(SCC(=O)Nc2ccccc2)nc2nc3c(cc12)CCCC3	15	-4	-1	8	2	1	3	0.4	3
CC(=O)c1c(C)[nH]c(C(=O)OC(C)C(=O)Nc2ccc(C)c(S(=O)(=O)N3CCOCC3)c2)c1C (stereo not given)	-3	9	4	-9	5	9	-12	0.3	-12
COc1ccc(-c2nn(CCC#N)cc2C(=O)Nc2ccccn2)cc1OC	0	7	3	6	1	9	-9	0.3	-5
CC1CCc2nn(CC(=O)NCc3ccc(F)cc3)cc2C1 (stereo not given)	5	2	-2	-7	0	1	-3	-2.3	-2
Oc1ccc2ccccc2c1CN1CCOCC1	0	7	-2	-22	1	9	1	4.7	-4
C=CCN1C(=O)CS/C1=N\S(=O)(=O)c1ccc(Cl)cc1	7	9	-5	-15	1	-3	-6	-3.4	-6
CC1C/C(=N/N2C(=O)CSC2=S)CC(C)(C)C1 (stereo not given)	-2	0	-6	-1	1	21	11	2.3	-7
COc1cc(CNC(=O)OC2CC3CC2[C@H]2CCCCN2C3=O)cc(OC)c1 (stereo not given in full)	nt	5	-1	nt	1	11	-1	nt	-1
CCc1nn(CC(=O)NCCCN(C)C2CCCCC2)c(=O)c2cc3occc3n12	3	16	-6	-1	-2	-5	-2	-0.3	6
CC(C)CNC(=O)c1cccc(NC(=O)CSc2ccccc2)c1	3	4	1	-9	-2	3	0	-1.6	-4
COc1cc(Cl)c(C)cc1NC(=O)COc1ccccc1[N+](=O)[O-]	-1	2	1	-26	0	7	-1	0.4	0
CC12CCC(=O)N1c1ccccc1C(=O)N2c1ccccc1 (stereo not given)	0	10	2	3	-1	6	-5	1.3	2
O=C(N=C1SC2CS(=O)(=O)CC2N1CCc1ccccc1)C1CC1 (stereo not given)	1	12	-4	6	3	-4	1	0.1	10
CCN(CC)C(=O)Cn1c(=O)n(CCC(=O)Nc2ccc(F)cc2)c(=O)c2sccc21	9	2	-3	-4	1	1	-4	-0.4	4
O=C(CC1SC(N2CCOCC2)=NC1=O)Nc1ccc(F)cc1 (stereo not given)	4	3	3	10	0	2	3	2.9	3
CCc1nnc(NC(=O)CSc2nc(SC)ns2)s1	-3	5	6	-6	0	9	-1	113*	0
O=C(CC1C(=O)NCCN1Cc1ccoc1)NCCc1ccc(Cl)cc1 (stereo not given)	-3	-2	-3	-6	1	8	1	-0.1	1
CC(COc1cccc2ccccc12)CN1CCN(C)CC1 (stereo not given)	0	7	-3	-19	7	-2	-3	0.7	2
CS(=O)(=O)N1CCc2cc(S(=O)(=O)Nc3ccc4oc5c(c4c3)CCCC5)ccc21	0	12	5	-25	10	-5	-18	-0.5	9
Cn1c(-c2ccc(F)cc2)cnc1NCc1ccccc1	-2	4	-7	-10	0	-13	-2	-0.3	14
O=C(CN1C(=O)S/C(=C\c2ccccc2Cl)C1=O)NCCCn1ccnc1	5	10	-8	-6	0	-5	1	0.8	-7
CCCCN1C(=O)C(CC(=O)NCCc2ccccn2)CC(C(=O)N(CC)CC)=C1C (stereo not given)	nt	6	1	-13	0	-6	-5	-0.8	5
O=C(NCCCn1cccn1)C1CCC(=O)N(Cc2cccc(C(F)(F)F)c2)C1 (stereo not given)	6	12	-1	1	11	-1	-9	-0.7	0
O=C1CCCc2c1[nH]c1c(Br)cccc21	-3	-5	-1	-21	3	10	-5	-0.7	0
CCc1cccc2c(C(=O)C(F)(F)F)cn(CC(=O)NCC3CCCO3)c12 (stereo not given)	-3	-10	-4	-22	0	-7	-4	0.1	1
O=C(O)Cn1c(SCCOc2ccc(Cl)cc2)nc2ccccc21	nt	8	-1	0	0	7	5	-1.4	-12
Cc1cc(N2CCCC2=O)cc(C)c1CN1C(=O)c2ccccc2C1=O	-2	-8	1	-16	2	14	1	-2.9	-2

From PubChem BioAssay
